AmpC inh det: Promiscuous and Specific Inhibitors of AmpC Beta-Lactamase (assay with detergent); purified AmpC, nitrocefin hydrolysis with detergent; 0.09% of 71,000 active; AID 584, 2007; Potency, µM (series often up to 28.7 µM), without a hit: at the highest dose activity change, negative = inhibition; active = well fitted curve in the direction sought with a large enough effect
Target sequence (P00811 whole entry, looked up): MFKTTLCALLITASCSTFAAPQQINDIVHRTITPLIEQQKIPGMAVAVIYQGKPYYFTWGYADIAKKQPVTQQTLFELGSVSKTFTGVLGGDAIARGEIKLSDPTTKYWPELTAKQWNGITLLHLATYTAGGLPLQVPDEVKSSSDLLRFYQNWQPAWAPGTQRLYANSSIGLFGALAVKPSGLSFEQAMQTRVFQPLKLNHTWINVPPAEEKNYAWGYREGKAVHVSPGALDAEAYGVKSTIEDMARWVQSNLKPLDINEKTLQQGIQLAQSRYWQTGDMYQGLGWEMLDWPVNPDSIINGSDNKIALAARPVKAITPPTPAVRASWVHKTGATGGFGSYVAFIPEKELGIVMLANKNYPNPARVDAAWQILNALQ
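E. coli AmpC (5.3 nM) in 20 mM phosphate pH 7.0 with 0.01% Triton X-100, preincubated 15 min RT with compound; nitrocefin (2 uL of 800 uM stock) hydrolysis followed by 480 nm absorbance every 20 s over 4 min.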
Starred values were filed as active, the others as inactive; & = joins results of further samples; [ ] = remark or other dose. % is set by controls: 0 for no effect and ±100 for the full control effect; potency is the fitted concentration of half-maximal effect. An excerpt (hit frequency here may not be typical).

SMILES	AmpC inh det
Cc1cc2c(c(=O)n1Cc1cccnc1)C(c1ccc(F)cc1)C(C#N)=C(N)O2 (configuration not stated)	-2%
CCc1c(C)[nH]c2ccccc2c1=O	-2%
CCOC(=O)N1CCN(C(=O)CSc2nnc(C3COc4ccccc4O3)o2)CC1 (configuration not stated)	2%
COc1ccc(S(=O)(=O)N2CCC(C(N)=O)(N3CCCCC3)CC2)cc1	12%
Cc1oc(C(=O)O)cc1CSCc1ccoc1C(=O)O	6%
Cc1nn(C)c(Cl)c1S(=O)(=O)N[C@@H](c1ccccc1)[C@]1(C)C[C@H]1[C@@H](C)C(=O)Nc1ccc2ccccc2c1	-1%
CCNc1oc(COc2ccccc2F)nc1C#N	0%
CC1C(c2ccccc2)N(C)CCC12NC(=O)NC2=O (configuration not stated)	-3%
CCN1CCN(Cc2c(OC)ccc3ccccc23)CC1	-5%
COc1ccc2[nH]cc(CCNc3ncnc4ccc(-c5ccc(C(=O)N(C)C)cc5)cc34)c2c1	5%
CN(C)c1ccc(Cc2ccc(N(C)C)cc2)cc1	9%
CCOc1cccc(Oc2ccc(C(F)(F)F)cn2)c1	2%
Cc1cc(C(F)F)n2nc(C(=O)Nc3cccc(C(F)(F)F)c3)nc2n1	-2%
CCOc1ccccc1OCc1nn2c(-c3ccc(C)cc3)nnc2s1	-3%
CC(=O)NS(=O)(=O)c1ccccc1	-4%
CCOc1ccc2[nH]c(=O)c(C(c3nnnn3C3CCCCC3)N3CCN(C)CC3)cc2c1 (configuration not stated)	14%
CC(=O)c1ccc(Nc2ncnc3c2oc2ccccc23)cc1	-8%
COC(=O)c1c(C(=O)NCc2ccccc2)ncn1CC(O)COc1ccccc1 (configuration not stated)	-7%
C[C@@H](C(=O)Nc1ccc2ccccc2c1)[C@H]1C[C@]1(C)[C@H](NC(=O)OCc1ccccc1)c1ccccc1	2%
Cc1c(-c2ccccc2)oc2cc(O)ccc2c1=O	-4%
CC(=O)Nc1cc(S(=O)(=O)C(F)(F)F)ccc1Cl	-6%
Cc1noc(C)c1S(=O)(=O)NCc1ccc2c(c1)OCO2	11%
CC1CCN(c2nc3c(c(=O)[nH]c(=O)n3C)n2CCSc2nc3ccccc3o2)CC1	9%
C=CCn1c(SCC(=O)Nc2ccccc2OC)nnc1-c1ccco1	0%
N[C@@H](CS(=O)O)C(=O)O	-1%
Continued.
SMILES	AmpC inh det
CCOC(=O)N1CCN(C(=O)CSc2nc(-c3cccc(C)c3)ns2)CC1	1%
CCc1c(C)c2ccc(O)c(CN(C)C)c2oc1=O	-1%
O=C(NCC(=O)N(Cc1cccs1)C(C(=O)NC1CCCC1)c1ccco1)c1cccs1 (configuration not stated)	-3%
COCCNC(=O)CN(C(=O)CCC(=O)Nc1cc(C)on1)c1ccccc1C	19%
CCN(CC)S(=O)(=O)c1ccc(C(=O)NCc2nnc(SCC(=O)OC)n2C)cc1	0%
Cc1ccc2[nH]c(=O)c(CN(Cc3ccco3)S(=O)(=O)c3c(C)ccc4nsnc34)cc2c1	-5%
COc1ccc(N2CCN(CCNS(=O)(=O)c3cccc4nsnc34)CC2)cc1	0%
CCOc1ccc(NC2=NC(C)(C)N=C(N)N2)cc1	3%
COc1ccc(C(CNC(=O)c2cccnc2SC)N2CCOCC2)cc1 (configuration not stated)	10%
CCC(=O)c1cc2c(cc1NC(=O)C(C)C)OCCO2	0%
CSc1ccc2c(c1)N(CCCN(C)C)c1ccccc1S2	-4%[5.75 µM]
CC(=O)c1cccc(NC(=O)Cc2cccs2)c1	7%
CCn1c(C(O)c2ccc3c(c2)OCO3)nc2ccccc21 (configuration not stated)	-5%
CC(=O)Nc1ccc(S(=O)(=O)NC(=O)C23CC4CC(CC(C4)C2)C3)cc1	6%
CCS(=O)(=O)N1Cc2ccccc2CC1C(=O)OCC(=O)Nc1ccc(C)cc1 (configuration not stated)	-3%
COc1cc(OC)cc(C(C)=O)c1	-4%
CC(C)CN1CC2(CCN(C(=O)c3ccco3)CC2)C1	0%
CC(C(=O)c1ccccc1)n1c(N2CCOCC2)nc2c1c(=O)n(C)c(=O)n2C (configuration not stated)	-3%
CCOC(=O)CSc1nnc([C@H](Cc2ccccc2)NC(=O)OC(C)(C)C)o1	15%
Cc1csc(NC(=O)c2cc3c(s2)-c2ccccc2OC3)n1	9%
Cc1c2cnn(-c3ccccc3)c(=O)c2c(C)n1CCCC(=O)N1CCN(C)CC1	3%
COc1cc(Cl)cc(NC(=O)CCN2CCN(C)CC2)c1	1%
c1ccc2c(c1)NC(CN1CCOCC1)CO2 (configuration not stated)	7%
CCC1Oc2ccc(C)cc2N(CC(=O)NCCc2ccc(OC)c(OC)c2)C1=O (configuration not stated)	6%
CCN(CC)CCn1c(=S)[nH]c2cc3c(cc2c1=O)OCO3	7%
Next section.
SMILES	AmpC inh det
CC[C@H](C(=O)[C@H](C)[C@H](O)[C@H](C)CCc1ccc(C)c(O)c1C(=O)O)[C@H]1O[C@](CC)([C@@H]2CC[C@@](O)(CC)[C@H](C)O2)C[C@H]1C	-3%[12.8 µM]
Cc1c(NC(=O)CCCCCN2C(=O)C3C4C=CC(C4)C3C2=O)c(=O)n(-c2ccccc2)n1C (configuration not stated)	11%
O[C@@H](COc1cccc2ccccc12)CN1CCOCC1	-3%[5.75 µM]
COc1ccc(S(=O)(=O)N(C)CC(=O)NCc2cccnc2)cc1	3%
Fc1ccc(Cn2nnc(-c3ccc(CN4CCOCC4)cc3)n2)cc1	-6%
CC(C)NC(=O)Cn1cnc2c1c(=O)n(C)c(=O)n2C	-3%
CN(Cc1nc2ccccc2c(=O)[nH]1)CC(O)COCc1ccco1 (configuration not stated)	-3%
O=C(Nc1cccc2nsnc12)c1ccc(F)cc1	-3%
NC(=O)C1C(c2ccccc2)=C1c1ccccc1	7%
O=c1c2ccccc2c(/C=N/n2cnnc2)c(O)n1-c1ccccc1	-4%
CCCn1c(-c2ccc(F)cc2)nc2c(N3CCCN(Cc4ccccc4)CC3)nc(C)nc21	17%
CC1CN(CC(O)COc2ccc(C(=O)c3ccccc3)cc2)CC(C)O1 (configuration not stated)	19%
CCN(CC)S(=O)(=O)c1cc(C(=O)NC2CCCCC2)ccc1C	1%
CCCCCN(C(=O)NC(=O)Nc1ccccc1OC)S(C)(=O)=O	7%
CCC(=O)c1cccc2c1N=CC1=C(CC(C)(C)CC1=O)N2	-5%
COc1ccccc1CNC(=O)COC(=O)C1=COCCO1	-2%
O=c1c(-c2cccc(F)c2)nc2cncnc2n1Cc1ccccc1Cl	-1%
O=C(C1CCCCC1)N(Cc1nc2sc3c(c2c(=O)[nH]1)CCCC3)Cc1cccs1	5%
O=C(Nc1cc(C(=O)Nc2ccc(S(=O)(=O)O)cc2S(=O)(=O)O)cc(C(=O)Nc2ccc(S(=O)(=O)O)cc2S(=O)(=O)O)c1)Nc1cc(C(=O)Nc2ccc(S(=O)(=O)O)cc2S(=O)(=O)O)cc(C(=O)Nc2ccc(S(=O)(=O)O)cc2S(=O)(=O)O)c1	-5%&-9%
Cc1ccc(Cl)cc1N1CCN(Cc2nnnn2C2CCCCC2)CC1	-2%
O=c1[nH]cnc2nn(-c3ccccc3)nc12	-1%
CCCn1c(C(O)c2ccc(OCC)cc2)nc2ccccc21 (configuration not stated)	8%
C=CCn1c(NC(=O)c2ccc(Br)o2)c(C(=O)OCC)sc1=S	-3%
O=C(OCC(=O)N1CCCC1)c1cccs1	0%
C/C(=N\n1nnnc1Nc1ccccc1)c1ccc(N)cc1	-3%
Continuation:
SMILES	AmpC inh det
O=C(OCc1nc2ccccc2s1)c1cnccn1	-2%
Cc1cccc(OCC(=O)OCC(=O)c2c(N)n(C)c(=O)n(C)c2=O)c1	-3%
CCc1ccccc1NC(=O)CN(C)Cc1nc(N)nc(Nc2ccccc2C)n1	10%
CC[N+](CC)(CC)CCOc1cccc(OCC[N+](CC)(CC)CC)c1OCC[N+](CC)(CC)CC	-5%[12.8 µM]
COc1ccc(OC)c(Nc2nc(-c3sc(C)nc3C)cs2)c1	0%
CCOC(=O)c1cnc(-n2nc(C)cc2C)nc1NCc1ccccc1	-2%
O=C(Nc1ccc(Cl)cn1)c1cc2ccccc2o1	0%
COc1cccc(-c2nc(CS(=O)CC(=O)NCc3ccccc3)c(C)o2)c1 (configuration not stated)	13%
O=C(O)C1CCCN1S(=O)(=O)c1cc(Cl)ccc1Cl (configuration not stated)	7%
N[C@@H](C(=O)O)c1ccc(P(=O)(O)O)cc1	-1%
CN(C(=O)c1cccc(N2C(=O)C3CC=CCC3C2=O)c1)C1CCCCC1 (configuration not stated)	-1%
c1ccc(-c2nc3cc(Oc4ccc5oc(-c6ccccn6)nc5c4)ccc3o2)nc1	9%
CC(=NC(C)C)C1=C(O)CCC1=O	-1%
CCn1c(=N)n(CC(O)c2ccco2)c2ccccc21 (configuration not stated)	1%
CCOC(=O)c1oc2ccccc2c1NC(=O)COc1cccc(OC)c1	-3%
Cc1ccnc(N2CCC(C(=O)Nc3ccc(Oc4ccccc4)cc3)CC2)n1	0%
CC(=O)Oc1cc2oc(=O)c3c(c2cc1Cl)CCC3	-1%
Cc1cc(=O)oc(C)c1C(=O)NCc1c(F)cc(F)cc1F	0%
Cc1nn(C/C(C#N)=N\O)c(C)[n+]1N	-4%
O=C(c1cnccn1)N1CCC2(CC1)CN(c1ccccc1)C2	1%
O=C(CSc1nnc(Cc2ccccc2)n1Cc1ccco1)NC12CC3CC(CC(C3)C1)C2	-4%
CCOc1ccccc1C1C(C(=O)OC)=CN(C)C=C1C(=O)OC	-6%
CCOc1ccc(-c2nnn(CC(=O)c3ccc4c(c3)OCCO4)n2)cc1OCC	10%
Cn1c(=O)oc2cc(S(=O)(=O)NCC3CCCO3)ccc21 (configuration not stated)	-3%
CCCCOC(=O)NS(=O)(=O)c1sc(CC(C)C)cc1-c1ccc(Cn2c(CC)nc3c(C)cc(C)nc32)cc1	-5%
(more compounds)
SMILES	AmpC inh det
COc1cc(C(=O)NCC2CCCO2)ccc1OCc1c(C)noc1C (configuration not stated)	-10%
CC1(N2CCOCC2)CC2(O)C(=[N+]1[O-])CCc1nonc12 (configuration not stated)	1%
COC(=O)CSc1nnc(-c2ccccc2OC)o1	-5%
Cc1ccc(C)c(-n2nnnc2Sc2nnnn2-c2ccccc2)c1	-4%
Cn1c(=O)c2c([nH]c(=O)n2C)n(C)c1=O	-2%
Cc1cc(S(=O)(=O)N2CCN(c3c(C)cccc3C)CC2)ccc1F	-2%
O=C(NCCOc1ccccc1)c1cc2ccccc2o1	-7%
C=CCSc1nc(C)c(CC(=O)OCC(C)C)c(=O)[nH]1	0%
COc1ccccc1OCC(=O)Nc1ccc(S(=O)(=O)N2CCCCCC2)cc1	2%
COc1ccc(OC)c(NC(=O)Cc2coc3ccc(C)cc23)c1	2%
O=C(COc1ccccc1)n1nc(-c2ccc(Cl)cc2)nc1NCc1ccco1	0%
COc1ccc(S(=O)(=O)NCCc2csc(C)n2)cc1C	-4%
O=C(NCCc1ccccc1)C1CCCN(S(=O)(=O)c2cccnc2)C1 (configuration not stated)	-1%
CN(C)C(=O)c1c(-c2ccccc2)oc2ccc(O)cc12	12%
CCn1c(CC(=O)Nc2ccc(C)cc2)nnc1SCC(=O)NCc1ccccc1	-3%
COc1ccccc1C(CCN(Cc1cccs1)C(C)=O)c1ccco1 (configuration not stated)	-6%
Cc1[nH]nc(N=CC2=C(O)CC(C)(C)CC2=O)c1-c1ccc(Cl)cc1	2%
COc1ccc(S(=O)(=O)NCCC(=O)NCc2ccccc2)cc1	-4%
CN(C)S(=O)(=O)N1CCN(CC(O)COc2ccc3cc(Br)ccc3c2)CC1 (configuration not stated)	-7%
N#C/C(=C(\O)C(=O)O)c1ccc(-c2cccc3ccccc23)cc1	-1%[5.75 µM]
O=c1[nH]c(SCc2ccccc2[N+](=O)[O-])nc2nc[nH]c12	-5%[5.75 µM]
O=C1CC(c2ccc3c(c2)OCO3)Sc2nc3ccccc3n21 (configuration not stated)	-1%
CCOCCCNc1nc(=S)[nH]c2cc(OC)c(OC)cc12	-1%
O=C1CSC(c2cccs2)N1c1ccccc1 (configuration not stated)	13%
COc1ccc(CNc2nc(-c3cccnc3)nn2C(=O)c2cccs2)cc1	-1%
Next part.
SMILES	AmpC inh det
Cc1cccc2cc3c(N)c(C#N)sc3nc12	5%
Cc1ccc(S(=O)(=O)NC(CC(=O)O)c2ccccc2)c(C)c1 (configuration not stated)	-4%
COc1ccc(C2N3CC4(C)CN2CC(C)(C3)C4)cc1OC (configuration not stated)	-1%
Cc1nn(-c2ccccc2)c2c1C(c1ccco1)C(C#N)=C(N)O2 (configuration not stated)	-1%
CCN1CCN(Cc2c(O)ccc3c(=O)c(-c4ccccc4OC)coc23)CC1	-4%
CCCCOC(=O)Cn1cnc2ccc(Br)cc2c1=O	-4%
N=C1N=C(N)c2cc3ccccc3cc21	13%
CC1(C)NC(=O)N(CCOc2cccc(Cl)c2Cl)C1=O	-2%

Molecules shown so far that contain an aryl thioether with sulfur outside any ring:
SMILES	AmpC inh det
CCOC(=O)N1CCN(C(=O)CSc2nnc(C3COc4ccccc4O3)o2)CC1 (configuration not stated)	2%
CC1CCN(c2nc3c(c(=O)[nH]c(=O)n3C)n2CCSc2nc3ccccc3o2)CC1	9%
C=CCn1c(SCC(=O)Nc2ccccc2OC)nnc1-c1ccco1	0%
CCOC(=O)N1CCN(C(=O)CSc2nc(-c3cccc(C)c3)ns2)CC1	1%
CCN(CC)S(=O)(=O)c1ccc(C(=O)NCc2nnc(SCC(=O)OC)n2C)cc1	0%
COc1ccc(C(CNC(=O)c2cccnc2SC)N2CCOCC2)cc1 (configuration not stated)	10%
CSc1ccc2c(c1)N(CCCN(C)C)c1ccccc1S2	-4%[5.75 µM]
CCOC(=O)CSc1nnc([C@H](Cc2ccccc2)NC(=O)OC(C)(C)C)o1	15%
O=C(CSc1nnc(Cc2ccccc2)n1Cc1ccco1)NC12CC3CC(CC(C3)C1)C2	-4%
COC(=O)CSc1nnc(-c2ccccc2OC)o1	-5%
Cc1ccc(C)c(-n2nnnc2Sc2nnnn2-c2ccccc2)c1	-4%
C=CCSc1nc(C)c(CC(=O)OCC(C)C)c(=O)[nH]1	0%
CCn1c(CC(=O)Nc2ccc(C)cc2)nnc1SCC(=O)NCc1ccccc1	-3%
O=c1[nH]c(SCc2ccccc2[N+](=O)[O-])nc2nc[nH]c12	-5%[5.75 µM]
